# CTSL1 counter: blocks F. hepatica cathepsin L1 in PFM18AAP counter-screen; 0.49% of 300,000 active; recombinant F. hepatica cathepsin L1, Z-Leu-Arg-MCA fluorescence; inhibition, % at 5.96 µM; AID 1906;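 active = inhibition above the mean of all tested compounds plus 3 SD, set per screening campaign, cut at about 17% in these data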;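 also: 0% = plate median of test compound wells and 100% = 1 µM Z-Phe-Ala-diazomethylketone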
# HCV core dimer: blocks dimerization of HCV core protein; inhibition, % at 5 µM; TR-FRET GST/Flag-core106 dimerization, 1536-well; 0.33% of 300,000 active; AID 1899;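 active = inhibition above the mean of all tested compounds plus 3 SD, set per screening campaign, cut at about 45% in these data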
#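 Assay system – GST-tagged and Flag-tagged HCV core protein residues 1-106 · Quantity – core106 proteins, GST 13.5 nM and Flag 17 nM · Benchmarks – unlabelled core106 and no-GST-core106 wells · Read-out basis – percent inhibition of core106 dimerization signal · Detection – time-resolved FRET, ex 340 nm, em 617 and 671 nm · Schedule – 4 h at 22.5 °C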
# TPT1 inh: inhibitors of Candida albicans tRNA 2'-phosphotransferase TPT1; recombinant caTPT1, FP RNA substrate dephosphorylation; inhibition, % at 5 µM; 0.81% of 300,000 active; AID 1962;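 active = inhibition above the mean of all tested compounds plus 3 SD, set per screening campaign, cut at about 24% in these data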;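 also: plate controls were DMSO alone for no effect and ferristatin control at 100 nM for full effect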
# PP1 inh: counter-screen for PP5 inhibitors: inhibitors of human PP1-alpha; 0.9% of 320,000 active; inhibition, % at 6.7 µM; P62136; AID 2235; purified PP1alpha, OMFP fluorescence;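 active = inhibition above the mean inhibition of all tested compounds plus 3 SD, computed separately for each screening campaign, cut at about 15% in these data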
# PP5 inh: inhibitors of human protein phosphatase 5 (PP5); P53041; AID 1987; inhibition, % at 6.7 µM; 0.18% of 320,000 active; purified PP5c, OMFP substrate fluorescence;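 active = inhibition above the campaign's mean inhibition across all tested compounds plus 3 SD, cut at about 9.5% in these data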;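 also: 0% = DMSO only and 100% = 100 µM cantharidin control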
# Target sequence (P53041 whole entry, looked up): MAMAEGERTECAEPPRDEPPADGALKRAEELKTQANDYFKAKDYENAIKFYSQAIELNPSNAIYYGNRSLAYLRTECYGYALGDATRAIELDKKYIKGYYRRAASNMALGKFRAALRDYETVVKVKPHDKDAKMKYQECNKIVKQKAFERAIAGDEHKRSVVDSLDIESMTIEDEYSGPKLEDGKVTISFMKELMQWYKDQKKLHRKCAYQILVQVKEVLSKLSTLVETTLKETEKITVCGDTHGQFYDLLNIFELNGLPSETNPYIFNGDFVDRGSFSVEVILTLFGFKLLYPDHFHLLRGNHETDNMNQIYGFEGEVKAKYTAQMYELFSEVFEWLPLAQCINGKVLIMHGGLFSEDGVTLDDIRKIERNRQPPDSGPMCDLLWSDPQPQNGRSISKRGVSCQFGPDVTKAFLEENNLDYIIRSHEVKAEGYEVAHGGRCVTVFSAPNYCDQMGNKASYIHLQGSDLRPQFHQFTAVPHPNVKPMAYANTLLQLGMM
# Efflux pump inh: blocks antifungal efflux pumps in multiplex yeast assay | S. cerevisiae Candida pump triplex, Nile Red efflux | inhibition, % at 10 µM | 0.44% of 330,000 active | AID 485275;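 active = plate passing quality check with inhibition over a set limit, or well fluorescence over plate mean plus 4 SD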;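 also: Nile Red retained in pooled yeast measured as flow cytometry median fluorescence; 0% = buffer negative control and 100% = Enniatin B positive control; higher means more Nile Red kept so more efflux inhibition; some compounds called inactive have numbers as strong as hits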
# PREPL inhibitor: inhibitors of human prolyl oligopeptidase-like enzyme PREPL; inhibition, % at 5.96 µM; recombinant PREPL, fluorescence polarization activity-based probe; Q4J6C6; 0.68% of 320,000 active; in the data active = inhibition above about 43%;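 also: 0% = enzyme with DMSO and 100% = wells lacking enzyme; many of its hits are not listed in these tables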
# GASC-1 inh: human JMJD2C demethylase inhibition. 0.069% of 330,000 active. inhibition, % at 2.35 µM. AID 2099. GST-JMJD2C(1-420) H3K9me3 demethylation, DELFIA europium;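 active = more than half of a compound's replicate wells show inhibition beyond 50%, single wells judged on their own value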;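 also: signal counts dimethyl H3K9 product captured on neutravidin plate; 0% = median of DMSO wells and 100% = 0.3 times that DMSO median; strong numbers were not always called active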
# Target sequence (Q9H3R0 1-420 limits assumed): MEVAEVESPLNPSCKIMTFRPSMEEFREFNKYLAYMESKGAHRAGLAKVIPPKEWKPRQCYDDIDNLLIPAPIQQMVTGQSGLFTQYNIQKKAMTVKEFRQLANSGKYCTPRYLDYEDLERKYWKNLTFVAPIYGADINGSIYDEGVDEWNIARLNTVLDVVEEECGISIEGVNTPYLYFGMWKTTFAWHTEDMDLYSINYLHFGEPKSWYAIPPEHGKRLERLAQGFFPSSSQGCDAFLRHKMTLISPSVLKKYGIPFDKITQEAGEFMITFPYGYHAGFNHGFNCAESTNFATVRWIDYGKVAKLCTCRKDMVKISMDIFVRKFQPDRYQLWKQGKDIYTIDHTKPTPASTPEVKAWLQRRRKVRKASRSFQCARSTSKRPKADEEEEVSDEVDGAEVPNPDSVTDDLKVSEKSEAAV
# LYPLA2 inh: blocks human lysophospholipase 2, a PME1 counter-screen | inhibition, % at 5.9 µM | recombinant LYPLA2, FP-Rh probe fluorescence polarization | 0.38% of 320,000 active | O95372;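 active = inhibition above the screen-wide mean plus 3 SD, limit set per campaign, cut at about 26% in these data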;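 also: 0% = LYPLA2 with DMSO and 100% = wells lacking LYPLA2 enzyme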
# Numbers without * were called inactive; · = no result given.
SMILES,CTSL1 counter,HCV core dimer,TPT1 inh,PP1 inh,PP5 inh,Efflux pump inh,PREPL inhibitor,GASC-1 inh,LYPLA2 inh
CCN1CCN(CCNC(=O)CS(=O)(=O)Cc2nc(-c3ccc(C)cc3)oc2C)CC1,5.0,-10.9,-6.5,-0.9,3.2,-0.1,10.7,-4.4,0.8
Cc1ccc(N(C(=O)NC2CCCCC2)C2=NCCCCC2)cc1,-1.6,-2.5,-0.1,-0.8,-0.9,0.2,2.5,2.5,1.5
CN1CCCN(Cc2ccccc2C(F)(F)F)CC1,1.0,3.3,0.0,1.5,0.9,0.1,3.2,7.9,4.0
COCCCN1C(=O)C(=O)/C(=C(/O)c2ccc(S(=O)(=O)N3CCOCC3)cc2)C1c1ccc(OC)cc1 (stereo not given),-3.1,2.0,-2.2,-1.8,1.8,-0.2,0.8,-3.6,5.0
O=C(/C=C/c1c(Cl)cccc1Cl)NCc1ccccc1,-3.9,2.8,2.8,-3.9,-0.2,24.9*,3.8,6.3,-2.4
O=C(OCc1cccc(F)c1)c1ccc2c(c1)-c1ccccc1C2=O,2.5,3.2,-3.2,-2.0,4.9,-0.1,18.3,-4.6,-2.5
COc1cccc(C2c3c(oc4ccccc4c3=O)C(=O)N2Cc2ccco2)c1 (stereo not given),3.5,-3.6,5.2,-2.0,-0.3,0.2,-2.5,6.9,5.6
CCOC(=O)C1CCCN(c2cc(=O)n(C3CCCCC3)c(=O)[nH]2)C1 (stereo not given),4.2,-3.0,1.8,-7.1,0.6,-0.1,-1.4,1.8,-3.2
Cc1ccc(C(=O)OCC(=O)N2CCC(c3ccccc3)=N2)c(C)c1,4.1,1.5,-3.1,-4.9,-1.9,0.1,4.5,6.8,-0.7
Cc1ccc2c(c1)C(=O)C(=O)N2CCCOc1ccccc1,-1.0,4.0,2.2,6.9,-0.2,-0.1,19.8,6.0,1.7
CCOCc1c(C(=O)NC2=Nc3ccccc3NC(CC)=C2C(=O)OCC)oc2ccccc12,8.3,8.3,-1.2,1.5,1.5,0.2,-4.4,-1.7,-11.8
Cc1ccc(C)n1-c1cc([N+](=O)[O-])ccc1-n1ccnc1,0.3,-4.2,1.3,-9.3,1.5,0.2,20.0,-3.8,2.1
N#Cc1nc(-c2cccs2)oc1N1CCOCC1,3.5,-4.9,-3.1,-1.1,1.3,-0.2,-6.5,-0.3,3.7
O=C(COC(=O)COc1ccc(Cl)cc1)Nc1ccc(F)c([N+](=O)[O-])c1,-7.5,-2.5,-0.7,-0.4,1.6,0.1,2.0,3.6,0.5
N#CCSc1nc2c(cc1C#N)CCCC2,-1.6,1.9,1.0,0.2,4.4,0.3,12.7,-10.2,5.1
CCOC(=O)C1CCCN(C(=O)c2cn(CC)c3ccc(S(=O)(=O)N(C)C)cc3c2=O)C1 (stereo not given),-1.5,-0.5,0.4,2.2,0.3,0.1,0.1,-1.7,-7.3
CCN1CCN(C(=O)C2CC(c3ccc(F)cc3)=NO2)CC1 (stereo not given),0.0,0.0,2.1,-5.1,0.3,0.1,7.1,-4.3,0.0
CCCCNC(=O)C1C2C=CC3(CN(Cc4ccc(C)cc4)C(=O)C13)O2 (stereo not given),5.8,-6.5,-4.0,0.7,0.6,-0.1,-7.8,-15.5,4.3
COc1ccc(NC(=S)NCc2ccc3c(c2)cc(C)n3C)cc1,-2.0,-15.8,2.0,3.5,3.4,0.7,10.2,2.6,4.2
COc1ccc(S(=O)(=O)n2nc(OC(=O)c3cccs3)cc2N)cc1,-33.1,0.8,-1.2,3.2,3.3,0.0,42.6,25.4,0.9
CCOc1ccc(/C=C(/NC(=O)c2ccc(Cl)cc2)C(=O)O)cc1OCC,2.5,-6.6,2.7,-7.2,0.5,0.2,15.1,-16.1,1.6
CCn1c(=NC(=O)CSCC(=O)Nc2nccs2)sc2ccccc21,0.3,12.9,0.6,9.1,-1.8,-0.1,-7.0,-2.2,-1.9
CC(C1CC2CCC1C2)n1c(-c2ccco2)n[nH]c1=S (stereo not given),4.1,-0.2,-0.4,-0.4,0.4,-0.1,6.2,-0.6,3.1
O=C(COc1ccc([N+](=O)[O-])cc1)NC(C(=O)O)C(O)c1cccc([N+](=O)[O-])c1 (stereo not given),4.0,-1.4,-1.1,-0.2,0.4,0.0,15.0,10.7,10.5
Cc1ccc(C)c2c1cc(C)c1nnc(SCC(=O)c3cccs3)n12,-1.2,-5.0,1.5,0.3,2.5,-0.1,13.4,1.3,-1.2
CCOC(=O)C(Cc1ccccc1)C(=O)Nc1cccc(C)c1 (stereo not given),4.2,0.6,1.5,-1.1,3.9,0.3,-5.5,-0.4,0.5
C=CCn1c(SCC(=O)NC)nnc1C12CC3CC(CC(C3)C1)C2,3.8,-3.9,-2.4,5.4,0.1,-0.2,21.4,-1.9,3.3
Cc1ccc(C)c(OCCC(=O)Nc2cccc(S(=O)(=O)N3CCCC3)c2)c1,5.2,-2.9,-1.6,0.2,1.3,-0.1,0.6,-4.0,-8.1
Cc1cc(C)cc(CSc2nnc(C)c(=O)[nH]2)c1,-3.5,-0.6,-1.9,-1.8,-1.8,-0.2,20.0,-9.1,7.2
O=C(CSc1ncnc2nc[nH]c12)Nc1nnc(SCc2ccc(Cl)c(Cl)c2)s1,2.5,29.9,-0.2,1.3,-2.4,-0.1,-76.1,0.0,-4.9
COc1ccc(Cl)cc1NC(=S)NCCc1c[nH]c2ccccc12,1.6,1.4,-0.6,0.6,3.0,-0.1,3.1,-9.3,-10.4
COC(=O)C1=C(C(=O)OC)C(c2cc(Cl)ccc2O)c2sc(=O)[nH]c2S1 (stereo not given),-0.6,-3.8,-0.1,-3.0,6.0,0.0,3.3,-26.6,-1.6
O=[N+]([O-])c1ccc(S(=O)(=O)NCC2CC3CCC2C3)cc1 (stereo not given),0.6,8.5,1.9,-1.5,2.7,-0.1,-4.4,-3.4,1.9
Cc1ccccc1OC(C)C(=O)NCCC1=CCCCC1 (stereo not given),-3.2,2.0,-7.8,3.4,1.0,0.0,-0.9,-11.6,7.4
Cc1cc2cc(CNC(=O)NC3CCCCC3)ccc2[nH]1,-2.1,5.7,-8.1,1.0,0.8,0.0,14.9,6.1,1.4
COc1ccc(OCc2cc(C(=O)NCC(C)(C)N3CCOCC3)no2)c(Cl)c1,2.8,-18.7,-1.7,-2.8,3.7,0.6,8.7,4.9,2.6
CCOc1ccc(CN(C)C(=O)CNC(=O)c2cc(OC)c(OC)c(OC)c2)cc1,-1.2,2.6,1.3,-2.6,-2.2,0.2,-9.8,2.8,4.0
COc1ccc2c(c1)oc(=O)c1ccccc12,-1.4,0.3,1.0,-3.9,2.2,-0.1,-29.8,-16.2,6.1
Cc1cc(NC(=O)CSc2cn(CCNC(=O)c3ccc(Cl)cc3)c3ccccc23)no1,-1.2,1.2,1.1,4.8,3.7,0.1,-7.9,63.4,-0.9
CCOCC(=O)Nc1ccccc1C(=O)O,0.5,-1.5,-4.2,-1.6,2.1,-0.1,1.4,-20.6,-6.3
COc1ccccc1C(=O)N/C(=C\c1cn(S(=O)(=O)N(C)C)c2ccccc12)C(=O)N1CCOCC1,-2.1,6.2,0.4,-0.3,1.6,0.0,-3.1,14.4,-0.5
CCOc1ccc2nc(SCC(=O)NCc3ccc(S(N)(=O)=O)cc3)[nH]c2c1,3.2,4.2,-1.1,-3.2,2.2,0.0,-0.8,2.3,0.8
COCCNC(=O)COc1cccc2c1OC(C)(C)C2,2.5,-1.7,-3.6,-3.5,-1.0,0.0,3.2,·,-0.1
CCOc1ccc(/C(C)=N/N2C(=O)C(CC(=O)Nc3ccc(OC)cc3[N+](=O)[O-])SC2=Nc2cccc(C)c2C)cc1 (stereo not given),1.4,37.8,0.2,0.4,-3.1,-0.2,8.8,3.2,-0.6
O=C1CC(c2ccc(O)cc2)Oc2cc(O)ccc21 (stereo not given),0.8,1.5,2.8,-2.7,1.7,0.1,1.9,3.9,-0.6

# Four compounds picked at random from the list so far:
SMILES,CTSL1 counter,HCV core dimer,TPT1 inh,PP1 inh,PP5 inh,Efflux pump inh,PREPL inhibitor,GASC-1 inh,LYPLA2 inh
Cc1cc(NC(=O)CSc2cn(CCNC(=O)c3ccc(Cl)cc3)c3ccccc23)no1,-1.2,1.2,1.1,4.8,3.7,0.1,-7.9,63.4,-0.9
COC(=O)C1=C(C(=O)OC)C(c2cc(Cl)ccc2O)c2sc(=O)[nH]c2S1 (stereo not given),-0.6,-3.8,-0.1,-3.0,6.0,0.0,3.3,-26.6,-1.6
COCCNC(=O)COc1cccc2c1OC(C)(C)C2,2.5,-1.7,-3.6,-3.5,-1.0,0.0,3.2,·,-0.1
O=[N+]([O-])c1ccc(S(=O)(=O)NCC2CC3CCC2C3)cc1 (stereo not given),0.6,8.5,1.9,-1.5,2.7,-0.1,-4.4,-3.4,1.9

# Next part:
SMILES,CTSL1 counter,HCV core dimer,TPT1 inh,PP1 inh,PP5 inh,Efflux pump inh,PREPL inhibitor,GASC-1 inh,LYPLA2 inh
Cc1ccc(CS(=O)Cc2ccc(C(=O)NCCc3ccccc3)o2)cc1 (stereo not given),1.0,-14.6,-4.2,-1.3,0.6,0.0,17.4,7.0,4.1
O=C(CCN1C(=O)C2C3C=CC(C3)C2C1=O)N1CCN(c2ccccn2)CC1 (stereo not given),3.0,-3.7,1.4,-3.7,-0.1,0.0,7.1,0.0,2.3
COc1ccc(C2=CC(c3cc(OC)c(OC)c(OC)c3)NC(=S)N2)cc1 (stereo not given),1.2,-1.1,-5.0,-2.5,0.6,-0.1,0.3,51.4,0.9
COc1cccc(-c2nc(NCC3CCCO3)c3ccccc3n2)c1O (stereo not given),0.4,-4.0,1.2,0.1,2.5,-0.1,5.6,86.4,-1.6
CCOC(=O)c1c(NC(=O)CSc2nc3ccccc3s2)sc(C)c1C,0.0,0.6,1.9,-0.1,1.2,0.3,-3.3,4.6,-6.4
Cc1nn(C(C)C(=O)NCCc2ccco2)c(=O)c2nn(-c3ccccc3)c(C)c12 (stereo not given),-2.6,0.7,0.0,-0.7,0.1,-0.1,3.3,-1.8,0.0
CCOc1ccc2[nH]c(=O)c(CN(CCCO)S(=O)(=O)c3ccc(F)cc3)cc2c1,-0.3,11.2,-0.7,-3.0,1.0,0.0,-2.1,-6.1,-0.1
CC(C)C(=O)NN1c2ccccc2CCc2ccccc21,0.0,1.1,-3.7,-5.6,-1.3,-0.1,0.5,7.2,-3.5
O=C(CNC(=O)c1cccs1)N/N=C/c1ccc(O)cc1O,2.2,-5.8,1.0,0.5,-2.7,-0.1,-1.0,-8.7,-2.3
Cc1cc(/C=N/NC(=O)CC2(C)OCCO2)c(C)n1-c1ccc(Cl)c(Cl)c1,-2.4,4.3,-5.4,-1.5,-5.8,1.6*,11.0,·,-7.4
Cc1cccc(N(CC(=O)N2CCOCC2)S(C)(=O)=O)c1,2.8,-1.6,-0.6,-3.7,-1.7,0.1,-0.7,23.5,3.6
Cc1ccccc1N(CC(=O)NCc1ccccc1)C(=O)CCC(=O)Nc1nccs1,-0.2,4.2,-2.6,-1.1,1.1,0.1,0.0,-11.1,-6.7
COc1ccc(/C=N/OCc2ccccc2C#N)c(OC)c1,-1.1,-2.8,-0.4,2.7,2.9,0.0,6.0,-1.7,1.5
CCN(CC)c1ccc(NC(=O)c2cccc(OC)c2)c(C)c1,-5.3,-10.7,1.8,-1.8,-1.3,-0.2,11.1,-0.6,3.7

# Only part of the results is shown; rates above refer to the full screens.
